Assay outcomes from PubChem.
MITF primary = human MITF inhibition, primary screen; O75030; AlphaScreen MITF homodimerization, bead proximity signal; inhibition, % at 2.6 µM; 0.91% of 650,000 active; AID 1259374; in the data active = inhibition above about 50%;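 also: 0% = vehicle wells with protein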
Target sequence (O75030 whole entry, looked up): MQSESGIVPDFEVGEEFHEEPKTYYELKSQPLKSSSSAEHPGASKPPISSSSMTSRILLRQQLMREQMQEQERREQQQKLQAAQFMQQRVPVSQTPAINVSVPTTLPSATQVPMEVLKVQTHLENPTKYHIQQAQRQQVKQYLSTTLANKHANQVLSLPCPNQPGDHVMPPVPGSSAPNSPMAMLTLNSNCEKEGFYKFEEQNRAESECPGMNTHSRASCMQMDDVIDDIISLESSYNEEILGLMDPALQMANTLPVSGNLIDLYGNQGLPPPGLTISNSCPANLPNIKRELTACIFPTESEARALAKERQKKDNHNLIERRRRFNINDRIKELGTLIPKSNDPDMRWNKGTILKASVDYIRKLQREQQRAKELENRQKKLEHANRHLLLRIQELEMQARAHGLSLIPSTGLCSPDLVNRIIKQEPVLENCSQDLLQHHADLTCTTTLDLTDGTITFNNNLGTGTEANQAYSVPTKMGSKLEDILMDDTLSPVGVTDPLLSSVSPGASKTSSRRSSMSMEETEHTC
FBW7 act = human FBW7 E3 ligase activation, primary screen. Q969H0. AlphaScreen FBW7–phospho-cyclin E peptide binding, activator screen. normalized activity (activation), % at 26.1 µM. 0.13% of 650,000 active; in the data active = normalized activity above about 1.9%;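 also: purified mutant Fbw7 with reduced substrate affinity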
GPR151 ag = activators of human GPR151; 1% of 650,000 active; PathHunter beta-arrestin GPR151 cells, luminescence; Q8TDV0; activation, % at 11.2 µM; in the data active = activation above about 4.9%;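 also: 0% = median of compound wells and 100% = cells with positive control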
Target sequence (Q8TDV0 whole entry, looked up): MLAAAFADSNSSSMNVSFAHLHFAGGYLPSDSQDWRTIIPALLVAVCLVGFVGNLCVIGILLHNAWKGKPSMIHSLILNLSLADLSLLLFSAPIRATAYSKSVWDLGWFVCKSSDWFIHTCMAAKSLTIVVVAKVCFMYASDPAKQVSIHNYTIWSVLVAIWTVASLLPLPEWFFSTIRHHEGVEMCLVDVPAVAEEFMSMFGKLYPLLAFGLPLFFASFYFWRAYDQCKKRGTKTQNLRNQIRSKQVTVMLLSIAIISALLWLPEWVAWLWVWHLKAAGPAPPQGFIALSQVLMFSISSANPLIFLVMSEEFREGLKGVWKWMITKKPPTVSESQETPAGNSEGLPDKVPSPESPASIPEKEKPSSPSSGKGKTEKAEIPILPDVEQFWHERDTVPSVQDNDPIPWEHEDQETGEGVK
TEAD-YAP inh = TEAD-YAP interaction inhibition; HEK-TIYL cells, TEAD-Gal4/YAP UAS-luciferase luminescence; inhibition, % at 9.12 µM; 1.4% of 640,000 active; in the data active = inhibition above about 32%;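 also: 0% = median of test compound wells and 100% = reference inhibitor wells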
* marks the source's active call; other numbers are inactive results; / = no result given.

Values run as follows: MITF primary	FBW7 act	GPR151 ag	TEAD-YAP inh
O=C(Nc1ccc(S(=O)(=O)N2CCc3ccccc32)cc1)c1cccs1
  -2	0.2	0.1	-5
Cc1sc(NC(=O)Cc2ccccc2)c(C(N)=O)c1C
  5	-0.1	0.1	-5
Cc1cc(NC(=O)C(C)C)ncc1NC(=O)C(C)C
  1	0.1	-0.9	8
Cn1c(-c2cc3ccc(O)cc3oc2=O)nc2ccccc21
  13	0.4	-1.6	-46
CCOc1ccc(NC2=C(N3CCN(C)CC3)C(=O)c3ccccc3C2=O)cc1
  5	-0.3	-0.3	-21
Cc1ccc(NC(=O)c2ccccc2F)nc1
  10	0.0	-7.0	-40
CCSc1nnc(Nc2ccc(CC)cc2)s1
  7	-0.1	-1.3	-46
COc1cc(C(=O)NN2C(=O)CSC2=S)cc(OC)c1OC
  1	0.0	1.0	-3
O=C(NC(c1ccccc1)c1ccccn1)C1CCN(C(=O)N2CCOCC2)CC1 (stereo not given)
  -1	0.0	-1.5	-9
CC12COC3(C(=O)Nc4cccc([N+](=O)[O-])c4)CC1CCC32C (stereo not given)
  -2	-0.1	0.3	-15
CC1=C(C(=O)N2CCCCC2)C(c2ccc(Br)cc2)n2ncnc2N1 (stereo not given)
  6	-0.1	-0.1	-4
NC(=O)N/N=C/c1ccc(-n2nncc2-c2ccc(Cl)cc2)cc1
  -8	0.2	-0.2	-10
Cc1ccc(S(=O)(=O)N2CCN(S(C)(=O)=O)C2c2ccccc2)cc1 (stereo not given)
  -4	0.1	-1.1	7
Cc1cc(C)c(S(=O)(=O)C(C)C)c(=O)[nH]1
  -3	-0.1	-2.3	0
CCOC(=O)c1cc(Oc2ncnc3scc(-c4ccccc4)c23)cc(C(=O)OCC)c1
  0	0.0	-1.3	4
O=C1C/C(=N\Nc2ccc(S(=O)(=O)Nc3ccccc3)cc2[N+](=O)[O-])c2ccccc21
  24	-0.1	-0.7	-17
COC(=O)c1c(C)oc2ccc(OCc3cc(C)ccc3C)cc12
  2	-0.1	0.0	5
CCCCNCC(=O)Nc1sc(C)c(C)c1C(=O)OCC
  10	0.0	0.4	12
Oc1ccc(Nc2nc3ccccc3n3cnnc23)cc1
  4	0.0	-0.1	0
O=C(c1cnc2ccccc2c1Nc1ccc(Br)cc1)N1CCOCC1
  15	-0.1	-0.3	-8

Structural class: those above with bromine (2)
Values run as follows: MITF primary	FBW7 act	GPR151 ag	TEAD-YAP inh
CC1=C(C(=O)N2CCCCC2)C(c2ccc(Br)cc2)n2ncnc2N1 (stereo not given)
  6	-0.1	-0.1	-4
O=C(c1cnc2ccccc2c1Nc1ccc(Br)cc1)N1CCOCC1
  15	-0.1	-0.3	-8

Other compounds:
Values run as follows: MITF primary	FBW7 act	GPR151 ag	TEAD-YAP inh
COc1cc(N)ccc1Cc1ccc(N)cc1OC
  17	0.1	1.8	3
Cc1ccc(CNC(=O)c2cccc(-n3c(=S)[nH]c4cc(Cl)ccc4c3=O)c2)cc1
  -3	0.0	0.2	8
COc1cccc(/C=C(/C#N)c2nc(C3CC3)cs2)c1
  -1	3.5*	-0.8	-56
Fc1cccc(Cl)c1COc1ccc(-c2nnco2)cc1
  -10	0.2	-0.2	3
Cc1ccc2ccc(C(Nc3ccccn3)c3ccc(F)cc3)c(O)c2n1 (stereo not given)
  15	-0.1	-1.1	20
N#Cc1c(N)nc(SCC(=O)c2ccc(Br)cc2)c(C#N)c1-c1ccccc1
  -5	-0.1	1.0	4
CCS(=O)(=O)NCc1ccc2[nH]c3c(c2c1)CCCC3
  9	0.6	0.6	7
Cc1cccc(-n2nc3c(c2NC(=O)c2ccc(Br)o2)CSC3)c1C
  4	0.1	-1.4	-11
COc1ccc(OC)c(N/C(C)=C/C(=O)c2ccncc2)c1
  -10	-0.7	1.8	0
COc1cc(C=C2C(=O)NC(=S)NC2=O)ccc1OCCO
  -3	-0.2	-0.8	-5
CCN(CC(=O)Nc1cccc(F)c1)S(=O)(=O)c1ccc(C)cc1
  15	0.3	0.6	8
O=C1S/C(=C/c2ccc(F)cc2)C(=O)N1CN1CCCC1
  -10	0.1	-0.6	-36
CC(=O)Nc1sc2c(c1C(N)=O)CC(C)(C)NC2(C)C
  7	0.2	-0.7	6
O=C1N=C(N2CCN(c3ccccc3[N+](=O)[O-])CC2)S/C1=C/c1ccccc1O
  10	-0.4	0.0	1
Cn1cc(CC(=O)N2CCN(c3ccccn3)CC2)c2ccccc21
  8	0.1	0.1	0
O=C(Cn1nc(-c2ccccc2)ccc1=O)NCCc1ccc(Cl)cc1
  -4	0.1	2.3	6
CN(Cc1ccccc1)CC(O)COc1ccc(CN2CCN(C=O)CC2)cc1 (stereo not given)
  3	0.1	0.4	8
COc1ccc2nc(N3CCCCC3)sc2c1
  13	1.6	-4.4	61*
Cc1c(Cc2ccccc2)c(Nc2ccc(O)cc2)n2c(nc3ccccc32)c1C#N
  1	-0.1	0.2	0
N#CC1=C(N)Oc2n[nH]c(-c3ccc(F)cc3)c2C1c1cccnc1 (stereo not given)
  4	-0.3	-0.5	-2

Retrieved by structure from the list above (7):
Values run as follows: MITF primary	FBW7 act	GPR151 ag	TEAD-YAP inh
Cc1cccc(-n2nc3c(c2NC(=O)c2ccc(Br)o2)CSC3)c1C
  4	0.1	-1.4	-11
CCSc1nnc(Nc2ccc(CC)cc2)s1
  7	-0.1	-1.3	-46
Cc1ccc(CNC(=O)c2cccc(-n3c(=S)[nH]c4cc(Cl)ccc4c3=O)c2)cc1
  -3	0.0	0.2	8
O=C(Nc1ccc(S(=O)(=O)N2CCc3ccccc32)cc1)c1cccs1
  -2	0.2	0.1	-5
COc1cc(C=C2C(=O)NC(=S)NC2=O)ccc1OCCO
  -3	-0.2	-0.8	-5
CCN(CC(=O)Nc1cccc(F)c1)S(=O)(=O)c1ccc(C)cc1
  15	0.3	0.6	8
COC(=O)c1c(C)oc2ccc(OCc3cc(C)ccc3C)cc12
  2	-0.1	0.0	5

The list continues:
Values run as follows: MITF primary	FBW7 act	GPR151 ag	TEAD-YAP inh
O=C(CSCc1cc(=O)[nH][nH]1)Nc1ccc(Br)cc1
  7	-0.1	-1.0	-12
COc1cccc(N2C(=O)C(CC(=O)Nc3ccccc3)N(Cc3ccc(F)cc3)C2=O)c1 (stereo not given)
  -1	-0.1	-0.1	4
Cc1cc(/C=C2/NC(=S)NC2=O)c(C)n1-c1ccc(N2CCOCC2)cc1
  4	-0.1	-1.1	1
Brc1ccc(OCCN2CCOCC2)nc1
  5	-0.5	-0.8	-6
CCOP(=O)(CC(=O)NNC(=O)Nc1ccccc1)OCC
  6	-0.1	0.8	-3
CCN(CC)CCNC(=O)c1c(O)c2c([nH]c1=O)CCCC2
  -1	-0.1	0.5	4
CCOc1cc(C2NC(=S)NC(C)=C2C(=O)OC)ccc1OCc1ccccc1 (stereo not given)
  2	0.1	0.4	0
COc1cccc(NC(=O)CCC2CCN(C(=O)CCN3CCCCO3)CC2)c1
  -2	0.2	2.1	-7
COC(=O)C1(Cc2ccccc2)NC(c2ccc(O)cc2)C2C(=O)N(C)C(=O)C21 (stereo not given)
  1	-0.2	-0.8	11
COc1ccc(/C(O)=C2/C(=O)C(=O)N(CCCn3ccnc3)C2c2ccc(C)cc2)cc1 (stereo not given)
  3	0.0	1.0	-5
CCOc1ccc(N(C(C)C(=O)Nc2ccccc2OCC)S(C)(=O)=O)cc1 (stereo not given)
  9	-0.1	-0.1	54*
COc1ccc(NC(=O)c2ccc(C(=O)c3c(C)cc(C)cc3C)cc2)cc1
  6	0.2	0.5	4
O=C(Nc1ccc(N2CCOCC2)cc1)c1cccc(-n2nccc2NCCN2CCOCC2)c1
  12	-0.2	-0.8	-1
CCN1CCN(C(=O)C2(NC(=O)Nc3ccc(OC)cc3)CCCCC2)CC1
  6	0.1	0.5	4
CCN(CC)C(=O)c1c(NC(=O)c2ccco2)sc2c1CCC(C(C)(C)C)C2 (stereo not given)
  0	-0.1	0.3	3
COc1ccccc1-n1c(SCC(=O)NCCc2ccccc2)nnc1-c1cccnc1
  -3	-0.1	0.2	4
COc1cc2ccccc2cc1C(=O)Nc1ccc(Cl)cc1C(N)=O
  24	0.2	4.4	-39
CCOC(=O)Nc1ccc(C(C)C)cc1
  -13	-0.2	0.7	-63
Cc1csc(C(=O)O)c1NC(=O)c1cccc([N+](=O)[O-])c1
  -6	0.0	-0.4	0
CC(=O)c1ccc(S(=O)(=O)N2CCN(Cc3ccccc3)CC2)cc1
  14	0.2	-0.3	10

Next section; it opens with the 3 that closed the last part.
Values run as follows: MITF primary	FBW7 act	GPR151 ag	TEAD-YAP inh
CCOC(=O)Nc1ccc(C(C)C)cc1
  -13	-0.2	0.7	-63
Cc1csc(C(=O)O)c1NC(=O)c1cccc([N+](=O)[O-])c1
  -6	0.0	-0.4	0
CC(=O)c1ccc(S(=O)(=O)N2CCN(Cc3ccccc3)CC2)cc1
  14	0.2	-0.3	10
CCC1(C(=O)OC)NC(c2ccco2)C2C(=O)N(c3ccc(C)cc3)C(=O)C21 (stereo not given)
  -2	-0.2	-1.4	2
CCc1ccc(N(C(=O)c2csnn2)C(C(=O)NC(C)(C)C)c2cccnc2)cc1 (stereo not given)
  -21	-0.1	-0.1	6
C=CCNC(=O)c1cc2ccccc2oc1=O
  6	0.0	-1.5	-17
CN(C)S(=O)(=O)N1CCC(C(=O)O)(c2ccccc2)CC1
  -4	0.0	3.0	-15
O=C(NC1CCCC1)c1cc2c(s1)CS(=O)(=O)C2
  3	0.9	-0.4	-2
O=C(Nc1ccccc1I)c1ccccn1
  8	-0.6	1.7	-10
O=C1CCCN1CCn1cnc2c(Nc3ccc4c(c3)OCO4)nc(NC3CCC(O)CC3)nc21 (stereo not given)
  16	-0.1	0.5	-24
COCCCNC(=O)c1cccc(C)c1[N+](=O)[O-]
  7	0.0	-1.5	4
O=C(COc1ccccc1)NS(=O)(=O)c1ccc(N=NN2CCOCC2)cc1
  2	-0.3	0.0	0
CCN1CCC(CCc2ccc(NC(=O)c3ccn[nH]3)cc2)C(C)C1 (stereo not given)
  2	-0.2	0.2	24
COC(=O)C1=C(C)N(CCc2ccccc2)C(=O)/C1=C\c1ccco1
  15	-0.2	0.0	3
COC(=O)c1cccc(N2C(=O)c3ccc([N+](=O)[O-])cc3C2=O)c1
  14	0.4	0.6	4
COc1ccc(OC)c(C(C)NC(=S)Nc2ccc(S(N)(=O)=O)cc2)c1 (stereo not given)
  -29	0.2	0.9	7
C/C(=N\NC(=O)c1ccc(O)cc1)c1ccccc1O
  13	0.4	0.8	-29
C[C@@H](Cn1nnc2ccccc21)NC(=O)c1cccs1
  7	-0.1	-0.3	-2
COC(=O)C1=CN(C(C)c2ccccc2)C=C(C(=O)OC)C1c1ccc(Cl)c(Cl)c1 (stereo not given)
  -23	0.0	-0.2	-1
CCOc1cc(C(Nc2ccccn2)c2ccc3cccnc3c2O)ccc1OC (stereo not given)
  31	-0.4	0.8	89*
C[C@H](Cn1nnc2ccccc21)NC(=O)c1cc(C(C)(C)C)nn1C
  -7	-0.1	0.7	4
COc1cccc(C(=O)N[C@H]2C[C@H]3C(=O)N[C@@H](CC(C)C)C(=O)N3C2)c1
  6	0.2	2.2	2
Nc1nc2c(nc(Br)n2C2O[C@@H]3COP(=O)(O)O[C@H]3[C@H]2O)c(=O)[nH]1 (stereo not given in full)
  3	0.1	-0.1	/

Continuation:
Values run as follows: MITF primary	FBW7 act	GPR151 ag	TEAD-YAP inh
COc1ccc(O)c(/C=N/NC(=O)COc2ccccc2C#N)c1
  9	-0.4	0.0	11
c1cn2c(-c3ccsc3)cnc2c(NCC2CC2)n1
  -9	-0.1	-0.4	3
Cc1c2cnn(CC(=O)NC3CC3)c(=O)c2c(C)n1Cc1ccccc1
  4	-0.1	-0.1	-15
CCNC(=S)Nc1cc(Cl)ccc1OC
  2	-0.1	0.6	25
COc1cccc2cc(-c3nc4ccccc4[nH]3)c(=Nc3ccc(C)cc3)oc12
  -2	-0.2	-2.3	-55
COc1ccc(C2=N/C(=C\c3cc(OC)c(OC)cc3OC)C(=O)O2)c(Cl)c1
  -5	-0.1	0.7	-4
CCCCC/C=C\C/C=C\C/C=C\C=C\C(O)CCCC(=O)OC (stereo not given)
  21	/	2.1	/
Cc1ccc(-n2nc(C)c(C(=O)O)c2C)cc1
  18	-0.1	0.7	9
CCS(=O)(=O)N1CCN(C(=O)c2cccs2)CC1
  5	0.0	-0.9	-4
Nc1c(C(=O)c2ccc(Cl)cc2)oc2ccccc12
  -6	-0.1	0.1	-50
CCOC(=O)C1(CCOc2ccccc2)CCN(Cc2cnc(N3CCCC3)s2)CC1
  10	0.0	-0.6	11
COc1ccccc1N1CCN(c2nc(CNC(=O)C3CCCO3)nc3ccccc23)CC1 (stereo not given)
  14	0.1	-0.1	14
COc1cccc(-c2csc(NC(C)=O)n2)c1
  6	0.6	0.2	-45
COc1cc(C(=O)Nc2nnc(Cc3ccc(Cl)cc3)s2)c([N+](=O)[O-])cc1OC
  -2	-0.3	6.1*	12
CN(C)c1cccc(C(=O)N2CCCC2c2nc3ccccc3[nH]2)c1 (stereo not given)
  -6	-0.1	0.2	-7
C/C(=N\OCC(=O)O)c1ccc(C)cc1
  3	0.1	0.1	1
Cc1cccc(CSCCNS(=O)(=O)c2ccc3c(c2)OCCO3)c1
  3	-0.1	-0.2	-1
